Screening results: PubChem BioAssay, Sanford-Burnham Center for Chemical Genomics
Apaf1 inhib – blocks human Apaf-1 apoptosome activity; reconstituted apoptosome caspase-3 activity, DEVD-Rh110 fluorescence; inhibition, % at 20 µM; 330,000 compounds, 0.71% hits; AID 489030; active = inhibition of at least 40% at 20 µM;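 also: plate controls were DMSO wells for no effect and DEVD-CHO caspase inhibitor wells for full effect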
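Medium: Hepes buffer, pH 7.5 / System: biochemical Apaf-1 apoptosome reconstitution / Measured by: Rh110 fluorescence, excitation 480 nm, emission 540 nm / Times: compound with Apaf-1, dATP, procaspase-3 30 min, then 50 min reaction, room temperature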
SENP7 inh – inhibitors of human SENP7 protease | Q9BQF6 | recombinant SENP7, Z-RLRGG-aminoluciferin luminescence, 40 min | inhibition, % at 5 µM | 330,000 compounds, 1.5% hits;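 active = inhibition above about 50% at the single test dose, limit read from the data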;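 also: plate controls were DMSO with enzyme for no effect and no enzyme buffer wells for full effect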
697 NFkB inh – lowers PMA/ionomycin-induced NF-kB signal in 697 B cells. 697 B-cell NF-kB luciferase reporter, 16 h. inhibition, % at 4 µM. 330,000 compounds, 0.33% hits. AID 435022; in the data active = inhibition above about 35%
SENP8 inh – blocks the human protease SENP8; 330,000 compounds, 1.2% hits; Q96LD8; inhibition, % at 10 µM; purified SENP8, Z-RLRGG-aminoluciferin cleavage, luminescence; AID 2540
Target sequence (Q96LD8 whole entry, looked up): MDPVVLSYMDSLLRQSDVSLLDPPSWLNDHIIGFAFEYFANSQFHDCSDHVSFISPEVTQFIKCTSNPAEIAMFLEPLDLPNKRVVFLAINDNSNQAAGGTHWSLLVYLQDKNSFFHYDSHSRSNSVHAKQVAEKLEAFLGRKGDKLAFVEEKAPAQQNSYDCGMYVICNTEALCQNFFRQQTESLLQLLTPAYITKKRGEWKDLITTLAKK
Jurkat NFkB inh – lowers PMA/ionomycin-induced NF-kB signal in Jurkat cells; PMA/ionomycin-induced NF-kB luciferase reporter, luminescence; inhibition, % at 4 µM; 330,000 compounds, 0.53% hits
UBC13 inh – human UBC13 polyubiquitination inhibition. P61088. 330,000 compounds, 0.47% hits. UBC13 polyubiquitin chain formation, TR-FRET. inhibition, % at 20 µM. AID 485273; in the data active = inhibition above about 45%, passing the limit was not always enough; inconclusive = no clear call, values can overlap the other calls
Gli-Sufu antag – antagonists of Gli-Sufu signaling; Sufu-KO-LIGHT fibroblasts, Gli luciferase reporter luminescence; inhibition, % at 5 µM; 340,000 compounds, 0.74% hits;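 active = inhibition above about 55%, limit read from the data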;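 also: 0% = DMSO-treated cells and 100% = wells with medium but no cells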
HKDC1 inh – HKDC1 (human) hexokinase inhibition | recombinant HKDC1, G6PDH/diaphorase resazurin coupled fluorescence | inhibition, % at 20 µM | Q2TB90 | 340,000 compounds, 0.16% hits;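 active = inhibition above about 35% when tested at 20 µM, limit read from the data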;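 also: plate controls were DMSO wells with enzyme for no effect and DMSO wells lacking enzyme for full effect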
Target sequence (Q2TB90 whole entry, looked up): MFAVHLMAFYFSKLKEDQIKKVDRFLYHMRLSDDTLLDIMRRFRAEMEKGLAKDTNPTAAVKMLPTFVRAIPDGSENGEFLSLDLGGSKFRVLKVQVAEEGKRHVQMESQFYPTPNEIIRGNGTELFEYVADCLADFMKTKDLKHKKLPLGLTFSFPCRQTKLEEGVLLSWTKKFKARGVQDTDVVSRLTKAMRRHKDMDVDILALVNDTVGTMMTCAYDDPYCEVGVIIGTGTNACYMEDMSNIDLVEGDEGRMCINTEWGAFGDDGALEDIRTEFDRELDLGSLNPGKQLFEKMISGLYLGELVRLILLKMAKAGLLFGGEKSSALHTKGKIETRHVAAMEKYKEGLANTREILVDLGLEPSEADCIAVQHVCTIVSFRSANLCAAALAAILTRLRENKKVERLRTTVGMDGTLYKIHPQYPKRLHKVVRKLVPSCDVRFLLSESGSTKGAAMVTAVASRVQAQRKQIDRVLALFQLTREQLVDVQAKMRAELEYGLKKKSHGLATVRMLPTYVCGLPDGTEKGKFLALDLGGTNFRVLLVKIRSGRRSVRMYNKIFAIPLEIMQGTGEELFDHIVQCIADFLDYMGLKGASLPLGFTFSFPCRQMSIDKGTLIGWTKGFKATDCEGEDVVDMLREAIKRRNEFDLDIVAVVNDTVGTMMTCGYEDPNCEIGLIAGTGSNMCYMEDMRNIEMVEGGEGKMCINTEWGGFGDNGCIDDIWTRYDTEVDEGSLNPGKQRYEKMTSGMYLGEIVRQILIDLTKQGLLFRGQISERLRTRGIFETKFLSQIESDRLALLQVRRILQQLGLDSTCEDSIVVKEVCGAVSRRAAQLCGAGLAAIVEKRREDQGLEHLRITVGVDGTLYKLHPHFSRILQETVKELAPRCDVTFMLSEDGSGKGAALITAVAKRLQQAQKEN
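Test system: recombinant HKDC1 (HK5) hexokinase enzyme, produced in-house / Doses: 20 µM test compound, 1% DMSO / Timing: 90 min, room temperature / Detection: G6PDH/diaphorase-coupled fluorescence, 1 mM NADP, 100 µM resazurin, 525/613 nm / Control set: DMSO wells with and without enzyme mix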
* hit, by the source's call; ? = inconclusive; · = no result given. Rule as the data show it, unless noted: active = inhibition above about 50%; inactive = the rest.

Order of results: Apaf1 inhib | SENP7 inh | 697 NFkB inh | SENP8 inh | Jurkat NFkB inh | UBC13 inh | Gli-Sufu antag | HKDC1 inh
COc1ccccc1NCC(O)Cn1c2ccccc2c2ccccc21 (centres undefined)
→ 7 | -2 | 4 | -2 | 9 | 8 | 4 | 10
O=C(CSc1nncn1-c1ccccc1)Nc1cccc(S(=O)(=O)N2CCCCC2)c1
→ -10 | -5 | 0 | -4 | 0 | 2 | · | ·
O=C(CSCC(=O)OCC(=O)c1ccc(Br)cc1)Nc1ccc(Br)cc1
→ 23 | -1 | -29 | -4 | 0 | 6 | 3 | 4
CC(=O)Nc1ccc(NC(=O)C/C(C)=N/NC(N)=S)cc1
→ -2 | 9 | 21 | -1 | 10 | 2 | 2 | -13
CN(C)S(=O)(=O)Oc1ccsc1C(=O)Nc1ccccc1Cl
→ 17 | 6 | -9 | -5 | -7 | 11 | 7 | 2
O=C(O)/C=C/c1coc2ccc(F)cc2c1=O
→ 2 | 7 | 8 | 1 | 5 | 9 | 0 | -8
Cc1ccccc1-c1nnc(-c2ccc(Br)cc2)o1
→ 15 | 67* | -79 | 33 | -64 | 18 | -76 | 0
O=C(CCN1CCN(C(c2ccccc2)c2ccccc2)CC1)N/N=C/c1ccc(O)cc1
→ 2 | 2 | -60 | -12 | 2 | -8 | 5 | -4
O=C(N/N=C/c1cn(CC(=O)N2CCOCC2)c2ccccc12)c1cccnc1
→ -13 | -4 | -10 | 2 | -18 | -12 | 6 | 1
COc1ccc(-c2nnc(SC(C)C(=O)Nc3ccc4c(c3)OCCO4)o2)cc1 (centres undefined)
→ -29 | -1 | -38 | 0 | -50 | 9 | -57 | -2
O=C(NCc1ccccc1)c1cnc(-c2ccccn2)nc1C(F)(F)F
→ -3 | -1 | 4 | -12 | -5 | 2 | 10 | -7
O=C(O)c1cccc(COc2ccc(CO)cc2Cl)c1
→ -8 | 100* | 75* | 96* | 94* | -2 | -141 | -13
Cc1ccc2cccc(OCC(=O)NCCC3=CCCCC3)c2n1
→ 4 | 0 | 4 | 7 | 15 | 13 | 0 | 5
O=C(Nc1c2c(nn1-c1ccc([N+](=O)[O-])cc1)CS(=O)(=O)C2)c1ccco1
→ -5 | -7 | 21 | 3 | -1 | 0 | -1 | 3
COc1ccc(CNc2nc3nc(C)c(Cl)c(=O)n3[nH]2)cc1OC
→ 0 | 2 | 18 | 3 | -7 | 4 | 11 | -2
CC1CCN(c2c(NCc3ccc(C(=O)N(C)C4CCCCC4)cc3)c(=O)c2=O)CC1
→ -8 | 5 | 14 | 0 | 6 | -4 | -3 | -4
CC(C)NC(=O)COc1coc(CN2CCN(c3ccccc3F)CC2)cc1=O
→ -7 | -13 | -5 | -9 | 16 | -10 | 25 | -2
COC(=O)c1cn(-c2ccccc2)nc1-c1ccc(OC)c(OC)c1
→ 7 | -10 | 1 | -10 | -15 | -3 | 6 | 0
COc1ccc(C2C(C(C)=O)=C(O)C(=O)N2Cc2ccccc2)c(OC)c1 (centres undefined)
→ 9 | -7 | 3 | -1 | 14 | -4 | -4 | -3
COc1ccc2cc(N=Cc3nc(-c4ccc(C)cc4)oc3O)cnc2c1
→ 20 | -10 | -8 | 0 | -10 | -17 | -4 | -4
O=C(C[C@@H]1C/C=C\C[C@H](NC(=O)OCC2c3ccccc3-c3ccccc32)C(=O)OC[C@H]2CCCN2C1=O)N[C@H](CO)Cc1ccccc1
→ 27 | -2 | 18 | 7 | 3 | 26 | 68* | -11
Cc1nc(NC(=O)COC(=O)CCc2ccccc2)c(Cl)cc1Cl
→ 1 | 0 | 16 | -6 | -6 | 10 | -6 | -2
COC(=O)CN(c1ccc(C(C)C)cc1)S(=O)(=O)c1c(C)[nH]c(=O)[nH]c1=O
→ -15 | 15 | 16 | -13 | 4 | -12 | 8 | -6
O=C(O)COCC(=O)NCc1csc2ccccc12
→ -10 | -1 | 12 | 0 | -2 | 2 | -4 | 1
COc1cc(C)ccc1OCCOc1ccccc1Cl
→ 30 | -11 | -65 | -16 | -68 | -6 | -60 | 6
CCc1nc(NCc2ccccc2)c(C#N)c2c1CCCC2
→ 17 | 1 | -14 | 0 | -16 | 14 | 10 | -4
O=c1cnn(-c2ccc(Cl)cc2Cl)c(-c2ccccc2)c1
→ 26 | -13 | 5 | -8 | -18 | -15 | -23 | -6
COC(=O)/C(C#N)=C/c1c(N2CCN(C)CC2)nc2ccccn2c1=O
→ -3 | 1 | 20 | -1 | 8 | 2 | 3 | 0
O=C1CCCC(=O)C1=Cc1c[nH]c2ccccc12
→ -4 | -9 | -5 | -7 | 8 | -2 | -12 | -7
CC(Sc1nnc(-c2ccncc2)n1C)C(=O)Nc1nccs1 (centres undefined)
→ -4 | -2 | 14 | 1 | 3 | 1 | -5 | -6
O=S(=O)(c1ccc(F)cc1)N1CCN(Cc2ccccn2)CC1
→ -9 | -5 | 11 | -6 | 1 | -10 | 26 | -4
N/C(CC1CC1(Cl)Cl)=N\OC(=O)c1ccccc1 (centres undefined)
→ -14 | -3 | -4 | 1 | -8 | 5 | -3 | -1
c1ccc(OCc2nnc(-c3ccccc3)o2)cc1
→ 0 | -1 | -39 | -4 | -59 | 1 | -17 | -1
Cc1ccc(S(=O)(=O)N2CCn3cccc3C2C)cc1 (centres undefined)
→ 8 | 2 | -3 | 1 | 6 | -16 | 4 | -1
Cc1cc(C(=O)NCc2cccs2)c(C)o1
→ -15 | 8 | 3 | -1 | -5 | 4 | -12 | -1
CCOc1cc(NC(=O)c2ccccc2[N+](=O)[O-])c(OCC)cc1NC(=O)CC(C)C
→ 2 | -8 | 12 | -4 | -10 | -1 | 0 | -4
Cc1cc(C(=O)COC(=O)Cc2ccc(Br)cc2)c(C)n1C
→ 6 | -10 | -5 | -13 | 3 | -12 | 4 | 1
Cc1ccc(NC(=O)CSc2n[nH]c(-c3ccccn3)n2)cc1
→ -2 | 1 | 4 | -14 | -3 | -31 | -14 | 2
CCOC(=O)c1ccc(NS(=O)(=O)c2c(C)nc3sccn3c2=O)cc1
→ 3 | -3 | 9 | 4 | 8 | -1 | 12 | -8
Cn1nc(C(F)(F)F)c(/C=N/OC(=O)c2ccc(Cl)cc2)c1Cl
→ 4 | -11 | 12 | -10 | 1 | -9 | -1 | 17
CCC1CCCCN1C(=O)Cn1c(=O)n(CCCC(=O)NCc2ccco2)c(=O)c2sccc21 (centres undefined)
→ 1 | -8 | 18 | -5 | 4 | -5 | 2 | -9
O=C(C[C@H]1C/C=C\C[C@H](NC(=O)OCC2c3ccccc3-c3ccccc32)C(=O)OC[C@H]2CCCN2C1=O)NCCO
→ 3 | -10 | 6 | -14 | -3 | -16 | 43 | -1
Cc1ccc(C(=O)OCC(=O)c2c[nH]c3ccccc23)cc1
→ -2 | 21 | -17 | 4 | -34 | -5 | · | -9
Cc1ncc(CCl)c2c1OC(C)(C)OC2
→ -19 | 10 | -7 | 0 | -6 | 2 | -1 | -7
CC(=O)NC(=O)c1ccc(-c2ccc(Cl)cc2)o1
→ 1 | 15 | -26 | 9 | -27 | -1 | -12 | -5
CCCn1c(=O)c(C(=O)NCCc2ccccc2)c(O)c2ccccc21
→ -7 | -1 | -102 | 4 | -84 | 21 | -2 | -1
O=C(N/N=C\c1c(O)ccc2ccccc12)c1ccc(O)cc1
→ 14 | 9 | -8 | 1 | 6 | -22 | 17 | 1
O=C(Cn1c(C(F)(F)F)nc2ccccc21)NCCN1CCCC1
→ 9 | 15 | 12 | 1 | -4 | 2 | 0 | -7
O=C(Nc1cccnc1)c1ccc([N+](=O)[O-])cc1Cl
→ 2 | -3 | -13 | -5 | -19 | 0 | -9 | -9
Cc1ccccc1S(=O)(=O)N1[C@@H](c2cccc(Cl)c2)C(C(=O)O)=CC[C@H]1c1ccc(Cl)cc1
→ 27 | 0 | -13 | 4 | -13 | -29 | 6 | 14
Cc1cc(C(=O)CN2C(=O)c3cccc(N)c3C2=O)c(C)n1Cc1cccs1
→ 9 | -8 | -20 | -7 | -6 | -4 | -73 | 1
COc1ccc(OC)c(NC(=O)COC(=O)CCc2ccc(S(=O)(=O)N3CCOCC3)cc2)c1
→ 5 | -2 | 3 | 8 | 1 | 0 | -4 | 1
Cc1ccc(S(=O)(=O)NCCC(=O)N2CCOCC2)cc1C
→ 7 | 2 | 20 | -1 | 7 | 4 | -1 | -4
Cc1ccccc1NC(=O)COC(=O)CCc1ccccc1
→ -1 | 6 | -14 | -5 | -12 | 2 | 2 | -8
CC(CC(=O)NCc1ccccc1)C1CCCO1 (centres undefined)
→ 3 | -9 | 6 | -8 | -11 | -7 | -4 | -8
COc1ccc(CN(Cc2ccc(C(=O)O)cc2)C(=S)Nc2ccc(C)cc2)cc1OC
→ 1 | -7 | 8 | -3 | 3 | -8 | -1 | 3
O=C(N/N=C/c1ccccn1)c1cc(C2CC2)nc2ccccc12
→ 1 | -5 | 0 | 1 | -7 | -12 | 13 | 4
COc1ccc(CNn2c(-c3cccc(C)c3)nc3ccccc3c2=O)cc1OC
→ 7 | -14 | -14 | -6 | -3 | -7 | -23 | 8
Cc1ccc(-c2nc(C3CCN(S(=O)(=O)c4ccc(C(F)(F)F)cc4)CC3)no2)cc1
→ 11 | 1 | 18 | -8 | -1 | -1 | 5 | 6
CCOc1cc(C2C(C(=O)N3CCCCC3)=C(C)NC3=C2C(=O)CCC3)cc(Br)c1O (centres undefined)
→ -6 | -1 | 11 | 2 | 2 | 8 | -2 | 1

Carrying on.
Order of results: Apaf1 inhib | SENP7 inh | 697 NFkB inh | SENP8 inh | Jurkat NFkB inh | UBC13 inh | Gli-Sufu antag | HKDC1 inh
Nc1[nH]c(=O)[nH]c(=O)c1N=Nc1cccc(Cl)c1
→ 6 | 45 | 8 | 33 | -2 | -28 | -12 | -5
O=C(COC(=O)c1ncc(Cl)c(Cl)c1Cl)Nc1ccc(Cl)cn1
→ 16 | 5 | 2 | -8 | -3 | 1 | -10 | 1
CC12CCC(C(=O)N3CCCc4ccccc43)(OC1=O)C2(C)C (centres undefined)
→ 12 | -2 | -13 | -9 | -4 | -3 | -8 | -8
CN(C(=O)COC(=O)c1ccc(F)c(S(=O)(=O)N2CCOCC2)c1)C1CCS(=O)(=O)C1 (centres undefined)
→ 11 | 4 | -25 | -1 | -12 | -4 | 1 | 4
O=C(Nc1ccccc1)N1CCC(C(=O)N2CCCC(C(F)(F)F)C2)CC1 (centres undefined)
→ 6 | 3 | 11 | 3 | -4 | 2 | 92* | 9
Cc1ccc(-n2ncc3c(SCc4ccccc4)ncnc32)cc1
→ -2 | -7 | -106 | -9 | -70 | ? | -65 | -1
CC(=O)Nc1ccc(S(=O)(=O)NCC2CCC(C(=O)NCCCN(C)Cc3ccccc3)CC2)cc1 (centres undefined)
→ 7 | 1 | -17 | 1 | -15 | 0 | -4 | 3
CC(C)Nc1nnc(SC(C)C(=O)Nc2ccc(Cl)cn2)s1 (centres undefined)
→ 6 | 4 | 10 | -4 | -5 | 2 | -8 | 10
CN(CC(=O)Nc1ccc(F)c(F)c1F)C(=O)c1nn(Cc2ccccc2)c(=O)c2ccccc12
→ -3 | 0 | 10 | 0 | 22 | 7 | -3 | -3

Full records as entered above. Values in the order: Apaf1 inhib | SENP7 inh | 697 NFkB inh | SENP8 inh | Jurkat NFkB inh | UBC13 inh | Gli-Sufu antag | HKDC1 inh
Entry for CN(CC(=O)Nc1ccc(F)c(F)c1F)C(=O)c1nn(Cc2ccccc2)c(=O)c2ccccc12 = -3 | 0 | 10 | 0 | 22 | 7 | -3 | -3
Entry for O=C(COC(=O)c1ncc(Cl)c(Cl)c1Cl)Nc1ccc(Cl)cn1 = 16 | 5 | 2 | -8 | -3 | 1 | -10 | 1
Entry for CC(=O)Nc1ccc(S(=O)(=O)NCC2CCC(C(=O)NCCCN(C)Cc3ccccc3)CC2)cc1 (centres undefined) = 7 | 1 | -17 | 1 | -15 | 0 | -4 | 3
Entry for CN(C(=O)COC(=O)c1ccc(F)c(S(=O)(=O)N2CCOCC2)c1)C1CCS(=O)(=O)C1 (centres undefined) = 11 | 4 | -25 | -1 | -12 | -4 | 1 | 4
